Screening results from PubChem BioAssay.
PfM18AAP inh: blocks P. falciparum M18 aspartyl aminopeptidase; 290,000 tested, 1.2% active; inhibition, % at 7.35 µM; recombinant PfM18AAP, H-Glu-NHMec fluorogenic cleavage;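 active = inhibition above the campaign mean inhibition over all tested compounds plus 3 SD, cut at about 28% in these data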;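 note: 0% = plate median of test compound wells and 100% = 2 mM ZnCl2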
OXTR potentiate: human OXTR potentiation; P30559; CHO-OTR cells, Fluo-8 calcium fluorescence, potentiator mode; 0% = oxytocin EC15, 100% = EC100; 320,000 tested, 0.061% active; AID 2445; activation, % at 3 µM;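 active = activation above that plate's cutoff, the mean activation of tested compounds plus 3 SD, cut at about 6.6% in these data, passing the limit was not always enough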;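 note: 100% uses oxytocin at 75 nM as the full agonist control; some results filed as inactive read as strong as hits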
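Assay system: CHO cell line stably expressing human OTR | Also added: Oxytocin at about EC15, sub-maximal agonist stimulus | Times: Compound 6 min at room temperature before oxytocin, 100 s read | Measured by: Fluo-8 intracellular calcium fluorescence, ex 470-495, em 515-575 nm | Controls: EC15 oxytocin alone as 0%, 75 nM oxytocin as 100%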
MEKK2 WT-MEK5: raises or lowers MEK5 binding to wildtype human MEKK2 PB1 domain. bead flow cytometry, Alexa488-MEK5 binding to MEKK2 WT; actives lie on both sides. binding response (% of control), % at 10 µM. 290,000 tested, 1.1% active. AID 1531; in the data active = binding response below about 67% or above about 130%
GalR3 antag: human GalR3 antagonism; O60755; HEK293 GalR3-CNG cAMP membrane potential fluorescence; galR3 body fused to GalR1 C-terminus; inhibition, % at 3 µM; 360,000 tested, 0.44% active;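 active = inhibition above the screen-wide average plus 3 SD, cut at about 13% in these data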;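 note: forskolin and galanin both at EC90 stimulate the cells; cAMP rise reported by CNG channel membrane potential dye signal; 0% = forskolin plus galanin with DMSO and 100% = forskolin alone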
Target sequence (O60755 1-299 limits assumed): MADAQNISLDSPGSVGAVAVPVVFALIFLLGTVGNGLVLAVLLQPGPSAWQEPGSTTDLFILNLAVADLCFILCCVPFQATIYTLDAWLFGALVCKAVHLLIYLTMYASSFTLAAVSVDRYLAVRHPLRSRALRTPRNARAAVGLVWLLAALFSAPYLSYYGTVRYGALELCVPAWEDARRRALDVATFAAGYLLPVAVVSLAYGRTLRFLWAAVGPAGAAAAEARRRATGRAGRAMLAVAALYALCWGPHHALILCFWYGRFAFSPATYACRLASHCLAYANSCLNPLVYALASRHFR
MEKK2 mut-MEK5: signal of MEK5 binding to mutant human MEKK2 PB1 domain | percent response, % at 10 µM | bead flow cytometry, Alexa488-MEK5 binding to MEKK2 mutant | 290,000 tested, 0.35% active; in the data active = percent response above about 24%, passing the limit was not always enough; note: inactives centre near 1; some results filed as inactive read as strong as hits
GPR7 antag: blocks human GPR7 receptor signaling; AID 1861; 290,000 tested, 1.1% active; GPR7-expressing cells, fluorescence antagonist assay; P48145; inhibition, % at 4.4 µM; in the data active = inhibition above about 16%, passing the limit was not always enough;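 note: cells stimulated with the agonist NPW; 0% = agonist with vehicle and 100% = vehicle without agonist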
Target sequence (P48145 whole entry, looked up): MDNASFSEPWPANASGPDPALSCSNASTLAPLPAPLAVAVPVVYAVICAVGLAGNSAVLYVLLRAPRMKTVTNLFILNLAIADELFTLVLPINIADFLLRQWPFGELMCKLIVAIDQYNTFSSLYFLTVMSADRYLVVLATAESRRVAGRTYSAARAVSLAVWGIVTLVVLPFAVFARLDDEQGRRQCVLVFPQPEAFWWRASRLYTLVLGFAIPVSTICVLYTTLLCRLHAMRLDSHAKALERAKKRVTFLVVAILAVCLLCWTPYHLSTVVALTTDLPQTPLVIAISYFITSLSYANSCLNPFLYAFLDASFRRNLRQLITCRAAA
OXTR ag: activates the human oxytocin receptor; 320,000 tested, 0.32% active; activation, % at 3 µM; CHO-OTR cells, Fluo-8 calcium fluorescence; normalized: DMSO 0%, oxytocin 100%; AID 2435; P30559;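 active = activation above the mean of all tested compounds plus 3 SD, cutoff set per screening run, cut at about 20% in these data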;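 note: peak over basal fluorescence ratio from a 100 s FLIPR kinetic read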
V1aR counter: activates human V1a receptor in oxytocin agonist counter-screen | 320,000 tested, 0.25% active | CHO-V1R cells, Fluo-8 calcium fluorescence, agonist mode; 0% DMSO, 100% 3 nM vasopressin | activation, % at 3 µM;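 active = activation above the mean activation of all tested compounds plus 3 SD, per screening run, cut at about 20% in these data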;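 note: signal is peak over basal fluorescence ratio across a 100 second FLIPR read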
Target sequence (P37288 whole entry, looked up): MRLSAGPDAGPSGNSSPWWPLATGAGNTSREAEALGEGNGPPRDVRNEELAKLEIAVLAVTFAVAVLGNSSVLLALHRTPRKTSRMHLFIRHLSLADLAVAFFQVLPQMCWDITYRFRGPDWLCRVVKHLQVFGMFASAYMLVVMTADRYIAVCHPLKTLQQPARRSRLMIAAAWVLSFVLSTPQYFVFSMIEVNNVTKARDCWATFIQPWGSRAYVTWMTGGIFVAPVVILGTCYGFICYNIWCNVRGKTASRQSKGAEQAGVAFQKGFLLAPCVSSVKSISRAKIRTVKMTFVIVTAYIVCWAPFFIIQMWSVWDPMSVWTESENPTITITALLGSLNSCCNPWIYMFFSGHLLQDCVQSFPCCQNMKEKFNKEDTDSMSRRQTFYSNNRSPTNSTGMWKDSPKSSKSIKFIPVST
NALP1 inh: blocks the NALP1 inflammasome reconstituted in yeast. S. cerevisiae NALP1/ASC/caspase-1 growth, X-gal OD620, 72 h. inhibition, % at 10 µM. 280,000 tested, 0.61% active; in the data active = inhibition mostly above about 24%, no sharp cut-off; inactive = mostly below about 32%; note: some compounds called inactive have numbers as strong as hits
* marks the source's active call; other numbers are inactive results.

`CC1CCCC(NC(=O)CCNC(=O)c2ccc(Br)cc2)C1C` (stereo unspecified) gave OXTR potentiate -0.6, GalR3 antag -2.8, OXTR ag -2.2 and V1aR counter -0.7.
For CC1=CC(c2ccccc2)n2nnnc2N1 (stereo unspecified) the results were PfM18AAP inh 0.2, OXTR potentiate 1.6, MEKK2 WT-MEK5 95.0, GalR3 antag -2.2, MEKK2 mut-MEK5 2.0, GPR7 antag -16.4, OXTR ag 1.0 and V1aR counter 0.7.
CC(C)CNC(=O)C(=O)N/N=C/c1cccs1 was read as PfM18AAP inh -1.9, OXTR potentiate -2.4, MEKK2 WT-MEK5 110.0, GalR3 antag -4.3, MEKK2 mut-MEK5 5.0, GPR7 antag -2.5, OXTR ag -0.7, V1aR counter -0.3 and NALP1 inh 1.8.
N#CC1=C(N)Oc2cc(N)ccc2C1c1cccc(Br)c1 (stereo unspecified) was read as PfM18AAP inh 0.0, MEKK2 WT-MEK5 105.0, GalR3 antag -11.2, MEKK2 mut-MEK5 8.0, GPR7 antag 7.1 and NALP1 inh 5.7.
Screening COc1ccc(C/C(C)=N/NC(=S)Nc2ccc(Cl)cc2)cc1 returned PfM18AAP inh 11.0, OXTR potentiate -1.7, MEKK2 WT-MEK5 95.0, GalR3 antag -5.0, MEKK2 mut-MEK5 -2.0, GPR7 antag -7.2, OXTR ag -0.1 and V1aR counter -1.1.
COc1ccc(-c2c(-c3cc(OC)cc(OC)c3)sc3ccc(OC)cc23)cc1 was read as OXTR potentiate -6.7, GalR3 antag -5.8, OXTR ag 3.0 and V1aR counter 1.1.
COc1ccc(S(=O)(=O)NCCC(=O)NC2CCCCC2C)cc1[N+](=O)[O-] (stereo unspecified) was read as OXTR potentiate -8.4, GalR3 antag -5.0, OXTR ag 0.1 and V1aR counter 0.8.
Cc1ccccc1N/C(=C(/C(Cl)=C(Cl)Cl)[N+](=O)[O-])n1nnc2ccccc21 was read as PfM18AAP inh 0.8, OXTR potentiate -7.0, MEKK2 WT-MEK5 98.0, GalR3 antag -0.1, MEKK2 mut-MEK5 3.0, GPR7 antag 4.6, OXTR ag -0.3, V1aR counter -0.7 and NALP1 inh 26.2.
`COc1cc(NC(=S)Nc2ccccn2)c(OC)cc1Cl` gave PfM18AAP inh 5.5, OXTR potentiate -15.0, MEKK2 WT-MEK5 87.0, GalR3 antag -2.5, MEKK2 mut-MEK5 -6.0, GPR7 antag 4.2, OXTR ag -1.8, V1aR counter -0.7 and NALP1 inh -1.8.
CC(=O)N(c1cccc(Br)c1)C1C=CS(=O)(=O)C1 (stereo unspecified) was read as PfM18AAP inh -2.9, OXTR potentiate -5.8, MEKK2 WT-MEK5 98.0, GalR3 antag -8.0, MEKK2 mut-MEK5 1.0, GPR7 antag -12.3, OXTR ag 0.9, V1aR counter 2.6 and NALP1 inh -0.7.
CCOC(=O)c1cccc(NC(=O)C2CCN(S(=O)(=O)c3cccs3)CC2)c1 was read as PfM18AAP inh -8.7, OXTR potentiate -10.8, GPR7 antag -9.2, OXTR ag 5.3, V1aR counter 6.0 and NALP1 inh -7.1.
For COc1ccc(S(=O)(=O)Nc2cccc(-c3ccc(N4CCCCCC4)nn3)c2)c(OC)c1 the results were PfM18AAP inh 5.0, OXTR potentiate -5.2, MEKK2 WT-MEK5 91.0, GalR3 antag -2.4, MEKK2 mut-MEK5 -3.0, GPR7 antag -18.6, OXTR ag -0.3, V1aR counter 0.2 and NALP1 inh -2.4.
`C=CCNc1nc(N)c(C(=O)Nc2cc(C)on2)s1` gave PfM18AAP inh -1.2, OXTR potentiate -2.9, MEKK2 WT-MEK5 99.0, GalR3 antag -7.2, MEKK2 mut-MEK5 0.0, GPR7 antag 0.6, OXTR ag -0.7, V1aR counter -0.5 and NALP1 inh 0.5.
For CC(/C=N/n1c(-c2n[nH]c3c2CCC3)n[nH]c1=S)=C\c1ccco1 the results were PfM18AAP inh 10.4, OXTR potentiate -0.4, MEKK2 WT-MEK5 98.0, GalR3 antag -2.5, MEKK2 mut-MEK5 0.0, GPR7 antag -9.0, OXTR ag -1.6, V1aR counter -0.6 and NALP1 inh -37.3.
`Cc1ccc(NC(=O)CN2C(=O)S/C(=C/c3ccc(-c4cc(C(=O)O)ccc4C)o3)C2=O)cc1C` gave PfM18AAP inh 6.5, OXTR potentiate -9.5, MEKK2 WT-MEK5 83.0, GalR3 antag -2.9, MEKK2 mut-MEK5 -5.0, GPR7 antag -6.2, OXTR ag -0.4, V1aR counter -0.2 and NALP1 inh 12.8.
O=C(CCS(=O)(=O)c1ccccc1)N(CCCN1CCOCC1)c1nc2ccc(F)cc2s1 was read as OXTR potentiate -5.1, GalR3 antag 0.6, OXTR ag 4.6 and V1aR counter 1.5.
`Cc1ccc(C)c(OCC(=O)N2CCc3ccccc3C2)c1` gave PfM18AAP inh -0.3, OXTR potentiate -7.3, MEKK2 WT-MEK5 93.0, GalR3 antag -0.6, MEKK2 mut-MEK5 -3.0, GPR7 antag 6.8, OXTR ag -1.2, V1aR counter -0.6 and NALP1 inh 13.0.
Screening Fc1ccc2nc(N3CCCC3)sc2c1 returned PfM18AAP inh 3.2, OXTR potentiate -14.8, MEKK2 WT-MEK5 97.0, GalR3 antag -2.0, MEKK2 mut-MEK5 1.0, GPR7 antag 1.0, OXTR ag -1.5, V1aR counter -1.1 and NALP1 inh 5.2.
For COc1ccc(C)cc1NC(=O)CN(C)S(=O)(=O)c1cnc[nH]1 the results were PfM18AAP inh 5.8, OXTR potentiate -1.8, MEKK2 WT-MEK5 99.0, GalR3 antag 2.1, MEKK2 mut-MEK5 1.0, GPR7 antag 3.4, OXTR ag 1.9, V1aR counter 0.5 and NALP1 inh 35.5.
O=C(N/N=C/c1c[nH]c2ccccc12)c1ccccc1 was read as PfM18AAP inh -3.2, OXTR potentiate -9.6, MEKK2 WT-MEK5 100.0, GalR3 antag -10.8, MEKK2 mut-MEK5 2.0, GPR7 antag -4.2, OXTR ag 0.4 and V1aR counter -0.1.
`CCOC(=O)NNC(=O)C12CC3CC(CC(C3)C1)C2` gave PfM18AAP inh -0.1, OXTR potentiate -1.8, MEKK2 WT-MEK5 102.0, GalR3 antag 0.9, MEKK2 mut-MEK5 -2.0, GPR7 antag -11.5, OXTR ag 0.5, V1aR counter 2.8 and NALP1 inh -5.1.
For COc1ccc(CCC(=O)Nc2nc(C)c(C(=O)N(C)C)s2)cc1 the results were PfM18AAP inh -0.2, OXTR potentiate -8.1, MEKK2 WT-MEK5 96.0, GalR3 antag -0.9, MEKK2 mut-MEK5 -1.0, GPR7 antag -21.2, OXTR ag 1.0, V1aR counter 0.6 and NALP1 inh 8.5.
For CCOC(=O)C1CCN(C(=O)CN2C(=O)CSc3ccc(S(=O)(=O)N4CCOCC4)cc32)CC1 the results were PfM18AAP inh 5.5, OXTR potentiate -4.6, MEKK2 WT-MEK5 101.0, GalR3 antag -7.3, MEKK2 mut-MEK5 2.0, GPR7 antag -13.6, OXTR ag -0.8, V1aR counter -0.8 and NALP1 inh 17.0.
Screening CS(=O)(=O)N1CCN(c2ccccc2NC(=O)c2ccc3c(c2)OCCO3)CC1 returned PfM18AAP inh 0.7, OXTR potentiate -6.7, MEKK2 WT-MEK5 100.0, GalR3 antag -9.3, MEKK2 mut-MEK5 0.0, GPR7 antag -18.3, OXTR ag 3.7, V1aR counter 2.2 and NALP1 inh 7.5.
Cn1sc(=O)c2cc(S(=O)(=O)NC3CC3)ccc21 was read as PfM18AAP inh 43.0*, OXTR potentiate 6.6, MEKK2 WT-MEK5 95.0, GalR3 antag -1.1, MEKK2 mut-MEK5 -4.0, GPR7 antag -13.6, OXTR ag -0.4, V1aR counter 5.8 and NALP1 inh 3.5.
For COc1cccc(N2CCN(C(=O)c3cc4c(s3)-c3ccccc3OC4)CC2)c1 the results were PfM18AAP inh 0.7, OXTR potentiate -7.7, MEKK2 WT-MEK5 96.0, MEKK2 mut-MEK5 -1.0, GPR7 antag -9.7, OXTR ag -1.0, V1aR counter 0.0 and NALP1 inh -23.6.
Screening CCc1cccc(C)c1N=Cc1c(O)c2ccccc2oc1=O returned PfM18AAP inh -9.2, OXTR potentiate -4.0, MEKK2 WT-MEK5 104.0, GalR3 antag -10.6, MEKK2 mut-MEK5 4.0, GPR7 antag 7.2, OXTR ag 0.1, V1aR counter 0.5 and NALP1 inh -12.9.
For N#C/C(=C\c1ccc(OC(=O)c2ccc(Br)s2)cc1)c1nc2ccccc2[nH]1 the results were PfM18AAP inh 1.7, OXTR potentiate -3.3, MEKK2 WT-MEK5 100.0, GalR3 antag 2.3, MEKK2 mut-MEK5 0.0, GPR7 antag -2.8, OXTR ag 0.1, V1aR counter -0.1 and NALP1 inh 27.2.
For O=C(COC(=O)c1cccnc1Cl)c1ccc(Cl)s1 the results were OXTR potentiate -3.0, GalR3 antag -3.8, OXTR ag -0.3 and V1aR counter 0.4.
`CCOC(=O)NC(=O)COC(=O)c1ccc(O)cc1` gave PfM18AAP inh -2.6, OXTR potentiate -4.5, MEKK2 WT-MEK5 97.0, GalR3 antag -5.8, MEKK2 mut-MEK5 -4.0, GPR7 antag -3.4, OXTR ag 1.7, V1aR counter 1.4 and NALP1 inh 24.9.

The final 2 compounds of the part above are carried over, then new ones follow.
For O=C(COC(=O)c1cccnc1Cl)c1ccc(Cl)s1 the results were OXTR potentiate -3.0, GalR3 antag -3.8, OXTR ag -0.3 and V1aR counter 0.4.
`CCOC(=O)NC(=O)COC(=O)c1ccc(O)cc1` gave PfM18AAP inh -2.6, OXTR potentiate -4.5, MEKK2 WT-MEK5 97.0, GalR3 antag -5.8, MEKK2 mut-MEK5 -4.0, GPR7 antag -3.4, OXTR ag 1.7, V1aR counter 1.4 and NALP1 inh 24.9.
For O=C(Cc1ccc(F)cc1)N/N=C/c1ccc(-c2ccc(Cl)c(C(=O)O)c2)o1 the results were PfM18AAP inh 5.7, OXTR potentiate -6.0, MEKK2 WT-MEK5 109.0, GalR3 antag -5.4, MEKK2 mut-MEK5 0.0, GPR7 antag -0.6, OXTR ag -0.1, V1aR counter -0.1 and NALP1 inh -16.0.
`COc1ccc(C(C)=O)cc1COc1cccc2cccnc12` gave PfM18AAP inh 5.2, OXTR potentiate 0.1, MEKK2 WT-MEK5 108.0, GalR3 antag -7.6, MEKK2 mut-MEK5 6.0, GPR7 antag -10.5, OXTR ag -2.6, V1aR counter -1.3 and NALP1 inh 9.1.
`N#Cc1c2n(c(=S)n(-c3ccc(OC(F)F)cc3)c1=O)CCCCC2` gave PfM18AAP inh -3.6, OXTR potentiate -9.4, MEKK2 WT-MEK5 97.0, GalR3 antag -5.2, MEKK2 mut-MEK5 -1.0, GPR7 antag 17.3*, OXTR ag 0.3, V1aR counter -0.5 and NALP1 inh 5.6.
CCN(c1ccccc1)S(=O)(=O)c1cc(C(=O)Oc2ccc3c(C)cc(=O)oc3c2)ccc1C was read as PfM18AAP inh -3.0, OXTR potentiate -3.6, MEKK2 WT-MEK5 101.0, GalR3 antag -1.8, MEKK2 mut-MEK5 0.0, GPR7 antag -5.2, OXTR ag -1.9, V1aR counter -0.1 and NALP1 inh 18.6.

Rows are unselected; about 4.1% have a hit in one of these screens.
